# EBI2 block: antagonists of human EBI2 receptor. EBI2 beta-arrestin recruitment, luminescence, 7a,25-OHC stimulated. 0.81% of 360,000 active. P32249. inhibition, % at 5 µM; in the data active = inhibition above about 38%;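 note: enzyme fragment complementation signal reports receptor beta-arrestin coupling in cells; 0% = agonist plus DMSO wells and 100% = wells without agonist; some results beyond the cut were filed as inactive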
# Gli-Sufu antag: blocks Gli-Sufu signaling in a luciferase reporter; Sufu-KO-LIGHT fibroblasts, Gli luciferase reporter luminescence; inhibition, % at 5 µM; 0.74% of 340,000 active; AID 588413;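 active = inhibition above about 55%, limit read from the data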;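 note: 0% = DMSO-treated cells and 100% = wells with medium but no cells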
# CXCR6 inh: CXCR6 (human) receptor inhibition; O00574; CHO-K1 PathHunter CXCR6 beta-arrestin, luminescence; inhibition, % at 20 µM; 0.36% of 360,000 active; AID 602244; in the data active = inhibition above about 34%, passing the limit was not always enough;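 note: antagonist mode with CXCL16 agonist at 10 nM final; 0% = 10 nM CXCL16 with DMSO and 100% = unstimulated wells without agonist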
# Target sequence (O00574 whole entry, looked up): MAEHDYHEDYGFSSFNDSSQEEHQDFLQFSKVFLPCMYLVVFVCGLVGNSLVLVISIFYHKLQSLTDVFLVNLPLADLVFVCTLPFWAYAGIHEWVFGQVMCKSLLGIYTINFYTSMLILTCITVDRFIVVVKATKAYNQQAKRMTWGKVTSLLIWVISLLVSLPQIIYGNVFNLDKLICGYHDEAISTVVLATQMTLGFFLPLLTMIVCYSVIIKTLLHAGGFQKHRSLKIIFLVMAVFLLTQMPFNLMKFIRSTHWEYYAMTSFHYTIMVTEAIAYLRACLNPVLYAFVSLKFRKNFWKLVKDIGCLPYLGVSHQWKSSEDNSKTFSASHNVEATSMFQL
# CCR6 antag: blocks CCL20-driven beta-arrestin recruitment at human CCR6. P51684. 0.49% of 340,000 active. CHO-K1 CCR6 PathHunter beta-arrestin, luminescence, CCL20-stimulated. inhibition, % at 20 µM;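 active = compounds whose inhibition of the agonist-driven luminescence signal at 20 µM reaches about 50%, limit read from the data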;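 note: cells stimulated with CCL20 at 14 nM final; plate controls were DMSO with CCL20 for no effect and DMSO without agonist for full effect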
# APOBEC3G inh: inhibitors of human APOBEC3G DNA deaminase | Q9HC16 | recombinant A3G, ssDNA deamination FAM/TAMRA fluorescence | inhibition, % at 20 µM | 0.28% of 330,000 active | AID 493012;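 active = inhibition of at least 40% at 20 µM, with no more than 30% in the related APOBEC3A deaminase screen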;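 note: plate controls were DMSO wells with A3G for no effect and wells lacking A3G enzyme for full effect; some compounds called inactive have numbers as strong as hits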
# Target sequence (Q9HC16 whole entry, looked up): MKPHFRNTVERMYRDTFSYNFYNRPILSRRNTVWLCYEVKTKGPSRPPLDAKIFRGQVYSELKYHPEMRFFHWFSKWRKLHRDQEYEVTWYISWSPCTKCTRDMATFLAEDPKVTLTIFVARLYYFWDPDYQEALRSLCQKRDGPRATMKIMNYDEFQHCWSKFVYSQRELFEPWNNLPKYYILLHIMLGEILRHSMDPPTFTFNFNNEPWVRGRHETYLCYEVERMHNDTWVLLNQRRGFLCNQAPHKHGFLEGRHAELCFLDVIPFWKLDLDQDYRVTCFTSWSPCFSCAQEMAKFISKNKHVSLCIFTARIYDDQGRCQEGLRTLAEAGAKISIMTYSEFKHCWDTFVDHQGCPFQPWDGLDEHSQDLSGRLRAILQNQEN
# APOBEC3A inh: inhibitors of human APOBEC3A DNA deaminase. 0.41% of 330,000 active. inhibition, % at 20 µM. recombinant A3A, FAM/TAMRA ssDNA deamination fluorescence. P31941;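 active = at least 40% inhibition at 20 µM here, with at most 30% in a related deaminase screen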;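 note: plate controls were A3A with DMSO for no effect and wells lacking A3A enzyme for full effect; some results filed as inactive read as strong as hits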
# Target sequence (P31941 whole entry, looked up): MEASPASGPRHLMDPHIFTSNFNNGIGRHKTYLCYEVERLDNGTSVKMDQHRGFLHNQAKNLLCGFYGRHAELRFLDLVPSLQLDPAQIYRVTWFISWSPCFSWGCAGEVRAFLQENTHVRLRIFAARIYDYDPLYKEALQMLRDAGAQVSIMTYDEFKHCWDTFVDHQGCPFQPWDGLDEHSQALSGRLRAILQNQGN
# NR3A LBD binder: modulates the human NR3A ligand-binding domain. Tm shift relative to glycine control, % at 25 µM. 2.5% of 340,000 active. AID 1259313. NR3A LBD differential scanning fluorimetry, Tm shift; 0% = protein alone, 100% = glycine-bound protein;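 active = melting temperature shift of at least 10% of the positive control shift, at one fixed dose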
# MPTP inh: permeability transition pore inhibition. isolated mouse mitochondria, Ca2+ swelling absorbance, 30 min. inhibition, % at 10 µM. 1.4% of 360,000 active;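 active = inhibition of 50% or more, scaled per plate between neutral and stimulator controls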;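 note: 0% = DMSO wells given calcium and 100% = 1 mM EGTA wells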
# * = called active by the depositor; / = no result given.
SMILES,EBI2 block,Gli-Sufu antag,CXCR6 inh,CCR6 antag,APOBEC3G inh,APOBEC3A inh,NR3A LBD binder,MPTP inh
COc1ccc(CCC(=O)Nc2ccc3c(c2)OCCO3)cc1,-5,-3,-3,5,-5,-3,2,-1.1
O=C(Nc1cccc(NC(=O)c2ccco2)c1)c1cnccn1,11,2,11,-12,-3,-1,-4,1.8
COc1ccc(CCNC(=O)c2ccc(OCC(=O)N3CCOCC3)c(OC)c2)cc1,-13,-1,0,1,0,28,0,-1.4
CC(C)(C)C(=O)NN=C1CCC(c2ccccc2)CC1 (centres undefined),-2,-46,0,-7,-3,-1,2,1.3
Cc1ccc(CNC(=O)CSc2nnnn2C)cc1,-3,-2,-4,-10,-2,2,-2,2.2
COc1ccccc1NC(=O)C1CCN(S(C)(=O)=O)CC1,-3,1,3,3,-3,-3,2,0.7
CCc1ccc(OCC(O)CN2CCN(CCO)CC2)cc1 (centres undefined),-14,31,4,8,-9,-7,-1,3.0
COc1cc(C)cc(CN2CCC(Cc3ccccc3)CC2)c1O,7,16,6,26,-5,-4,2,0.8
CC(Oc1ccc2c(-c3ccccc3)cc(=O)oc2c1)C(=O)NC(Cc1c[nH]c2ccccc12)C(=O)O (centres undefined),5,-1,4,12,-10,-6,-1,-2.3
COc1cc(S(=O)(=O)Nc2cc(C)cc(C)c2)ccc1F,-3,-5,-4,8,-7,-4,-7,0.6

# Some of the entries so far, with tabs:
Molecule	EBI2 block	Gli-Sufu antag	CXCR6 inh	CCR6 antag	APOBEC3G inh	APOBEC3A inh	NR3A LBD binder	MPTP inh
COc1ccccc1NC(=O)C1CCN(S(C)(=O)=O)CC1	-3	1	3	3	-3	-3	2	0.7
CCc1ccc(OCC(O)CN2CCN(CCO)CC2)cc1 (centres undefined)	-14	31	4	8	-9	-7	-1	3.0
COc1cc(C)cc(CN2CCC(Cc3ccccc3)CC2)c1O	7	16	6	26	-5	-4	2	0.8
CC(Oc1ccc2c(-c3ccccc3)cc(=O)oc2c1)C(=O)NC(Cc1c[nH]c2ccccc12)C(=O)O (centres undefined)	5	-1	4	12	-10	-6	-1	-2.3
COc1cc(S(=O)(=O)Nc2cc(C)cc(C)c2)ccc1F	-3	-5	-4	8	-7	-4	-7	0.6

# Next results.
SMILES,EBI2 block,Gli-Sufu antag,CXCR6 inh,CCR6 antag,APOBEC3G inh,APOBEC3A inh,NR3A LBD binder,MPTP inh
COC(=O)c1cc(=O)nc2sc(-c3ccc(F)cc3)nn12,-7,54,6,-3,42*,6,-1,-0.6
O=c1c2ccccc2c2ccccc2c(=O)n1-c1ccccc1,4,29,9,26,-4,0,-2,0.1
Cc1ccc(C(C)(C)C)c(OCCOCCN2CCCC2)c1,2,11,0,12,-7,-5,-3,22
CCSc1nnc(NC(=O)C(C)(C)C)s1,-1,-29,-5,-2,-5,-2,0,-0.2
COn1c(-c2ccccc2)nc2ncccc21,-11,35,0,10,-7,1,0,-0.2
CC(=O)Nc1cccc(-c2csc(Nc3ccccn3)n2)c1,10,-91,-3,-15,-6,-1,8,0.5
Cc1ccc(CN2CCN(C(=O)C3CCCO3)CC2)cc1 (centres undefined),8,-4,-4,8,-4,-2,-1,-0.8
Cn1cc(C(=O)C(=O)N2CCN(c3ccccc3)CC2)c2ccccc21,-5,3,-2,-1,-9,0,-1,0.3
CCOC(=O)Cc1csc(NC(=O)CSc2nc(=O)[nH]c3c2CCC3)n1,2,2,8,2,-4,-1,1,-0.1
O=C(NC1CCCC1)C1CCCN(C(=O)Nc2ccccc2)C1 (centres undefined),13,-4,10,8,-5,-2,2,1.3
S=C(Nc1ccccc1)N1CCCCC1,5,4,-3,-1,-2,-3,0,-0.9
O=C1CCCC2=C1Sc1ccccc1N2,-26,-17,6,0,-12,-4,1,1.4
COc1cc(OC)cc(C(=O)Nc2ccc3c(c2)CCCN3C(=O)c2cccs2)c1,16,5,6,16,-5,1,-2,-1.2
CC(C)(C)c1cc(C(=S)N2CCCC2)cc(C(C)(C)C)c1O,25,16,10,9,26,-6,-2,-0.2
Cc1ccc(NC2(C#N)C(=O)Nc3ccccc32)cc1 (centres undefined),-8,-10,9,21,0,-2,5,1.3
CCOc1ccc(CCN2C(=O)c3cccnc3C2=O)cc1OCC,4,-19,-22,0,-3,-2,1,1.3
Cc1cccc(OCCOCCSc2ncccn2)c1,16,25,2,-15,-5,-4,0,-1.1
CN(C)C(=O)N1CCN(c2nc(-c3ccccc3)cs2)CC1,3,-75,0,3,-6,1,2,0.1
COc1ccc(Cn2c(=S)[nH]c3cc(OC)c(OC)cc3c2=O)cc1,9,-11,-1,5,-2,2,0,1.7
O=C(c1ccccc1-c1ncc[nH]1)N1CCc2c([nH]c3ccccc23)C1c1ccccn1 (centres undefined),-9,8,4,-3,-6,-4,0,2.1

# Compounds from the list above that have a tert-butyl group, in the order listed:
SMILES,EBI2 block,Gli-Sufu antag,CXCR6 inh,CCR6 antag,APOBEC3G inh,APOBEC3A inh,NR3A LBD binder,MPTP inh
CC(C)(C)C(=O)NN=C1CCC(c2ccccc2)CC1 (centres undefined),-2,-46,0,-7,-3,-1,2,1.3
Cc1ccc(C(C)(C)C)c(OCCOCCN2CCCC2)c1,2,11,0,12,-7,-5,-3,22
CCSc1nnc(NC(=O)C(C)(C)C)s1,-1,-29,-5,-2,-5,-2,0,-0.2
CC(C)(C)c1cc(C(=S)N2CCCC2)cc(C(C)(C)C)c1O,25,16,10,9,26,-6,-2,-0.2

# The results go on.
SMILES,EBI2 block,Gli-Sufu antag,CXCR6 inh,CCR6 antag,APOBEC3G inh,APOBEC3A inh,NR3A LBD binder,MPTP inh
Cc1ccc(/C=N/NC(=O)c2ccco2)s1,2,-51,1,-14,-7,-3,-5,1.7
CCC(c1nnnn1Cc1ccccc1)N1CCN(C(=O)c2ccco2)CC1 (centres undefined),-4,1,0,14,-3,-1,0,1.5
Cc1cc(OCC(=O)OCC(=O)NCc2ccco2)ccc1Cl,-2,-8,4,4,-6,-4,0,0.1
Cc1c(Cl)cccc1NC(=O)Nc1cnccn1,-5,-3,12,-12,-7,-4,1,-0.1
O=CN1CC(=O)N(c2ccccc2)c2c([nH]c3ccccc23)C1,16,8,-2,10,2,2,0,-2.1
COC(=O)CCc1c(C)[nH]c(C(=O)OCc2ccccc2)c1C,6,-5,-5,-34,0,-1,4,0.2
CCOC(=O)C1=C(COC(=O)/C=C/c2ccc(C)o2)NC(=O)NC1C (centres undefined),5,-3,-3,-7,-2,2,0,-0.2
O=C(O)c1ccc(Cl)c(S(=O)(=O)N(Cc2ccccc2)c2ccccc2)c1,11,21,6,19,-5,3,3,1.3
CC1(C)Cc2nc3nc(SCC(=O)NCCc4ccccc4)n(-c4ccccc4)c(=O)c3cc2CO1,-3,2,4,8,-7,2,2,3.0
CCc1ccc(NC(=S)N(CCN2CCOCC2)Cc2ccccc2F)cc1,5,8,3,5,-8,1,1,-3.8
CSc1oc(-c2ccco2)nc1S(=O)(=O)c1ccc(Br)cc1,13,27,8,5,-1,3,-4,1.6
O=C1/C(=C/c2ccco2)N=C(N2CCCCC2)N1c1ccccc1,-5,14,0,3,-2,1,-12,0.4
CCOC(=O)c1ccc(NC(=S)N2CCCC(C)C2)cc1 (centres undefined),-1,-20,2,6,-5,-2,1,0.1
CCCNC(=O)c1cc(S(=O)(=O)N2CCc3ccccc32)cn1C,-11,14,-8,15,1,-3,2,71*
COC(=O)c1cc([N+](=O)[O-])c(-n2cncn2)c([N+](=O)[O-])c1,10,-6,79*,97*,/,/,-2,1.9
CC(=O)N1CCN(S(=O)(=O)c2cccc(C(=O)Nc3ccc4c(c3)OCO4)c2)CC1,-13,-8,-6,-8,-4,8,0,-1.1
O=C(NCC1CCCO1)c1cnn2c1NC(c1ccccc1)CC2C(F)(F)F (centres undefined),-2,14,-8,4,9,3,1,-0.9
O=C(CCn1nnc2ccccc2c1=O)N[C@@H](Cc1ccccc1)C(=O)O,3,4,4,4,-4,2,4,0.4
COCCCN(C(=O)CC1OC(=O)c2ccccc21)c1c(N)n(Cc2ccccc2)c(=O)[nH]c1=O (centres undefined),1,-3,2,-1,-9,9,-1,1.6
COc1ccc(N2CCN(C(=O)C(=O)c3cn(CC(=O)N4CCCCCC4)c4ccccc34)CC2)cc1,7,7,2,8,-12,-5,2,0.8
C[C@H](NC(=O)[C@@H]1CSC2c3ccccc3C(=O)N21)C(=O)NCCc1ccccc1 (some centres undefined),-3,-12,8,10,-2,-6,3,-0.2
COc1ccc(/C(O)=C2/C(=O)C(=O)N(Cc3cccnc3)C2c2ccccn2)cc1 (centres undefined),-15,-22,-1,-1,-2,-1,1,-3.0
COc1ccc(NC(=O)c2csc(C)c2)cc1OC,-9,-9,-2,-3,-4,2,-3,0.0
Cc1ccc(NC(=O)CN2C(=O)NC(Cc3ccccc3)C2=O)c(Br)c1 (centres undefined),3,-29,0,11,-4,2,0,-0.5
CCOCCn1c(SC)nc2c1c(=O)[nH]c(=O)n2C,3,4,-11,-4,4,-3,2,0.1
CC(C)n1nccc1NC(=O)COC(=O)c1ccc(NC(N)=O)cc1,-18,1,5,-10,2,-1,-7,0.9
Cc1ccc(/C=N/n2nnnc2N)cc1,-6,-18,-5,-6,-5,1,0,-0.9
COc1cc(/C=C/C(=O)O)cc(S(=O)(=O)Nc2ccc3cn[nH]c3c2)c1OC,6,2,-7,8,-4,0,-1,-0.9
COc1ccc(-c2nnc(CSc3nc4ccccc4c(=O)n3CC3CCCO3)o2)cc1OC (centres undefined),2,10,1,22,-4,-2,-2,1.4
CCOC(=O)c1ccc(NC2=CC(=O)CC(c3ccco3)C2)cc1 (centres undefined),10,1,3,10,3,6,1,0.4
COc1ccc(CC(=O)Nc2ccc(-c3cn4cccc(C)c4n3)cc2)cc1OC,13,10,-9,4,2,2,-2,1.2
CC(C)Cc1nc(Cl)c(C#N)c2c1CCCC2,12,-2,4,14,-7,-3,1,0.6
COc1ccccc1CCC(=O)OC(C)C(=O)Nc1c(C)n(C)n(-c2ccccc2)c1=O (centres undefined),2,-12,-5,-7,-10,2,-2,-1.2
Cc1ccc(S(=O)(=O)N2CCC(C(=O)N3CCC[C@H]3C(=O)NC3CCS(=O)(=O)C3)CC2)cc1 (some centres undefined),-2,2,2,5,-7,-4,-1,-1.9
